# MBNL1 CUG block: inhibitors of human MBNL1 binding to CUG repeat RNA. 0.036% of 280,000 active. Potency, µM (series often up to 57.5 µM), without a hit: at the highest dose activity change, negative = inhibition, hits mostly inhibitors. AID 2675. TR-FRET MBNL1-His/biotin-(CUG)12 binding, 665/545 ratio; active means well fitted inhibition curve with a large enough effect in the signal ratio, with a control signal flat, not every such curve was filed as active; inconclusive means small, poorly fitted or top-dose-only effect, or effect the other way, or a change in a side signal; inactive means no such curve, though single readings can be large or run the other way; the % refers to the signal ratio; further: on the % scale 0 is the no-effect control and ±100 the full control effect
# Target sequence (Q9NR56 whole entry, looked up): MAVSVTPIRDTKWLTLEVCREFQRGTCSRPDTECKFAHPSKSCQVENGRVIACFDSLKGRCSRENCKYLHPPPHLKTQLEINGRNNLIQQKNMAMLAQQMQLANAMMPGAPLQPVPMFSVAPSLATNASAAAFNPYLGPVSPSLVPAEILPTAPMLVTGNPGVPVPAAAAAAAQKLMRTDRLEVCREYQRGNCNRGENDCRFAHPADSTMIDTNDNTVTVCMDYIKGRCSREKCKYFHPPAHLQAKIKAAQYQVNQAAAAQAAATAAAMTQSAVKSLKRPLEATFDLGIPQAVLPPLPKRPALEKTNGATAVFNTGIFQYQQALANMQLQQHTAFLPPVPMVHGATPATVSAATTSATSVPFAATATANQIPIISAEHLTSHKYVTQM
#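 Compound titration spanned 92 nM–58 uM against the MBNL1-His/biotin-(CUG)12 complex. After 60 min at room temperature with 5 nM streptavidin-XL665 and 0.055 ng/ul terbium anti-His, ratiometric 665/545 nm emission (Ex 340 nm) normalized to controls.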
# BRCA1 expr act: BRCA1 expression activation; Potency, µM (highest dose often 46.1 µM), without a hit: at the highest dose activation, most hits filed as activators; MCF7-BRCA1-FFLuc reporter, luminescence, 48 h; response scale: scaled: vehicle 0%, 10 µM genistein 100%; 1.1% of 380,000 active; AID 624202; further: nearly all actives have a fitted effect of over 80% in size; some results filed as inactive show a strong effect at the top dose
#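 MCF7-BRCA1-FFLuc, 2000 cells/well; 2 h attach, 37 °C/5% CO2; compound 48 h; luciferase substrate 15 min; luminescence end-point. Norm. to genistein 10 microM max activation and DMSO; concentration-response curves fitted.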
# VP16 counter: Gal4-VP16 reporter inhibition counter-screen; Drosophila S2 Gal4-VP16 UAS-luciferase, luminescence, 20 h; Potency, µM (doses to about 53.6 µM), without a hit: top-dose activity, negative = inhibition, most hits filed as inhibitors; 3.5% of 310,000 active; AID 2546;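 further: Gal4-VP16 expression switched on by copper sulfate through the metallothionein promoter; on the % scale 0 is the no-effect control and ±100 the full control effect; nearly all actives have a fitted effect of over 50% in size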
# ELG1 genotoxic: inducers of genotoxicity in HEK293T ELG1-luciferase cells. HEK293T ELG1-luciferase reporter, luminescence, 16 h. Potency, µM (series often up to 46 µM), for inactives: at the top dose activity change, positive = activation, most hits filed as activators. 1.3% of 330,000 active. AID 504466; further: % of control where 0% means no effect; nearly all actives have a fitted effect of over 60% in size
#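 Genotoxicity was scored as increased ELG1-luciferase reporter signal, measured by ONE-Glo luminescence (30 min, room temperature). Compound or vehicle exposure of the HEK293T reporter cells lasted 16 hr at 37°C.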
# Rab9 prom act: activates the Rab9 promoter | Huh7 Rab9 promoter-luciferase reporter, luminescence, 24 h | Potency, µM (titrated, usually from 9.22 µM), for the others: at the top dose activation, negative = inhibition, actives largely listed as activators | 2.8% of 320,000 active | AID 485297; further: % of control where 0% means no effect; nearly all actives have a fitted effect of over 60% in size
#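 Luciferase signal after 10 min detection reagent at ambient indicates Rab9 promoter upregulation; stably transfected Huh7 cells were treated 24 h with compound in DMSO at 37 °C, 5% CO2.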
# p53 reactivation: re-activators of mutant p53; AID 504706; Potency, µM (top dose mostly 92.2 µM), for inactives: at the top dose activity change, positive = activation, usual class: activators; H1299 p53-A138V BP100-luciferase reporter, luminescence, 24 h; 0.063% of 320,000 active; further: % of control where 0% means no effect; nearly all actives have a fitted effect of over 45% in size
#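 p53-null H1299 cells stably carrying temperature-sensitive p53-A138V and a BP100-luciferase reporter were pinned with compounds (4-point, 1:5 series) and held 24 hrs at 37 deg C. Luminescence was read 10 min after detection reagent.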
# RORgamma inh: ROR gamma (mouse) transcription inhibition. P51450. Drosophila S2 Gal4-RORgamma UAS-luciferase reporter, 20 h. Potency, µM (highest dose often 53.6 µM), inactives show at the top dose activity change, negative = inhibition, hits mostly inhibitors. 5.4% of 310,000 active. AID 2551; further: on the % scale 0 is the no-effect control and ±100 the full control effect; nearly all actives have a fitted effect of over 60% in size
#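 ROR gamma transcriptional activity was tracked as Gal4-UAS luciferase output in stably transfected Drosophila Schneider cells, with compound added 1 hr before 700 uM copper sulfate induction and a 20 hr ambient-temperature incubation.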
# NPC1 prom act: NPC1 promoter activation; 2.4% of 320,000 active; Huh7 NPC1 promoter luciferase reporter, 24 h; Potency, µM (top dose mostly 9.22 µM), for inactives: top-dose activation, actives largely listed as activators;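 further: % of control where 0% means no effect; nearly all actives have a fitted effect of over 60% in size; reporter is driven by a mutant NPC1 promoter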
#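 In 1536-well qHTS, Huh7 cells harboring an NPC1 promoter–luciferase construct received compound for 24 h; activation was quantified by luminescence following luciferase reagent addition.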
# uPA generation: blocks generation of uPA at the cell surface; cell surface uPA generation assay, qHTS; Potency, µM (titrated, usually from 38.3 µM), for the others: at the highest dose activity change, negative = inhibition, usual class: inhibitors; 0.31% of 330,000 active; active means well fitted inhibition curve with a large enough effect; inconclusive means small, poorly fitted or top-dose-only effect; inactive means no such curve, though single readings can be large or run the other way; tested in mouse RAW 264.7 cells; further: on the % scale 0 is the no-effect control and ±100 the full control effect; nearly all actives have a fitted effect of over 55% in size
# FLuc counter: counter-screen for miR-21 project: firefly luciferase inhibitors or activators; purified FLuc, Km substrates, luminescence inhibition; Potency, µM (top dose mostly 57.5 µM), for inactives: top-dose activity change, negative = inhibition, usual class: inhibitors; 6.9% of 360,000 active; AID 588342;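 further: plate controls were vehicle for no effect and reference inhibitor for full effect; nearly all actives have a fitted effect of over 55% in size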
# Target sequence (P08659 whole entry, looked up): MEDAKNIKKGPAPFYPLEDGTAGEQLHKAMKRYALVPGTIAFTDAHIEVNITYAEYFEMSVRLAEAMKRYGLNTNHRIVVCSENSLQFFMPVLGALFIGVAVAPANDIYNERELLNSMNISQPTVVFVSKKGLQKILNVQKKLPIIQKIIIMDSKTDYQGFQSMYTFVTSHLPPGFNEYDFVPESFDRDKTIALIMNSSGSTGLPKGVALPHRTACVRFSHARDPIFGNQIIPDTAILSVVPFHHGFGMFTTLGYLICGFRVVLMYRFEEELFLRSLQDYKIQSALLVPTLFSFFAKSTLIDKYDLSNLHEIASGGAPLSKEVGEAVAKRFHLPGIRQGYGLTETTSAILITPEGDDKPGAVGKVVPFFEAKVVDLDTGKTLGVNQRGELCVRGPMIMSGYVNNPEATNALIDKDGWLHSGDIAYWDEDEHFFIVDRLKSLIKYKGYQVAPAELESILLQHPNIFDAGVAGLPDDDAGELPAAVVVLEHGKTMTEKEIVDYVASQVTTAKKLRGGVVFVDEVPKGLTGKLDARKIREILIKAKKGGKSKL
#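 Biochemical qHTS of compounds, final roughly 60 µM downward over six points, against 10 nM purified firefly luciferase using Km concentrations of substrates (10 uM D-luciferin, 10 uM ATP) in Tris acetate pH 7.5 buffer; luminescence output.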
# An asterisk follows results filed as active; u = inconclusive; x = not tested or not shown; [ ] = dose if it differs, or a comment. Unless noted, the call rests on the fitted dose curve; in most records, active means well fitted curve in the direction sought with a large enough effect; inconclusive means small, poorly fitted or top-dose-only effect, or another doubt; inactive means no such curve, though single readings can be large; an effect the other way counts as inactive or inconclusive. Potency means the concentration at half of the fitted maximal effect.
# Below each SMILES – MBNL1 CUG block, BRCA1 expr act, VP16 counter, ELG1 genotoxic, Rab9 prom act, p53 reactivation, RORgamma inh, NPC1 prom act, uPA generation, FLuc counter
- Cn1cc(S(=O)(=O)Nc2ccc(Cl)cc2Cl)c(=O)n(C)c1=O
    -7%, 6%, -9%, -1%, -4%, -2%, -24%, 13%, -23%, -3%
- COc1ccc(CNC(=O)C2Cc3cc(S(=O)(=O)N4CCCC4)ccc3N2C(C)=O)c(OC)c1 (stereo not given)
    -1%, -2%, -7%, 1%, 2%, -1%, 19%, 0%, 6%, 3%
- Cc1cccc(Oc2cnn(C(C)(C)C)c(=O)c2Cl)c1
    -13%, -30%, -69%, -8%, -9%, 1%, u, -10%, -3%, 1%
- COC(=O)c1cc(C)nc(Sc2ccccc2NC(C)=O)n1
    0%, -15%, 5%, 0%, 0%, -3%, 2%, -2%, -5%, 2%
- CC1=C(/C=C/C(=O)O)C(C)(C)CCC1
    -1%, -4%, 0%, -2%, -1%, -5%, -1%, 0%, -1%, u
- O=C(/C=C/c1ccc(Cl)c(C(F)(F)F)c1)N1CCN(c2ccccn2)CC1
    -2%, -25%, 11%, -10%, 0%, 0%, 19%, -2%, 5%, 0%
- COc1cc(/C(C)=N\NC(N)=S)cc(OC)c1OC
    4%, -13%, u, u, -4%, 3%, 5.6µM*, 0%, -3%, 1%
- COc1ccc([C@H]2Cc3cc(O)cc(O)c3C(=O)O2)cc1O
    x, 10µM*, x, 5.2µM*, x, 9%, x, x, -6%, x
- CCOC(=O)CN1C(=O)/C(=C/c2ccccc2Br)Oc2ccccc21
    -5%, -19%, -5%, 2%, 4%, -1%, -7%, -3%, -1%, u
- C=CCN1C(=O)c2ccc(C(=O)N3CCC(C(N)=O)CC3)cc2C1=O
    1%, 5%, 3%, 13%, 11%, 5%, -21%, -2%, 5%, 0%
- COc1ccc([C@@H]2CC=C(C(=O)O)[C@H](c3ccc(C)cc3)N2S(=O)(=O)c2ccccc2C)cc1
    x, 13%, x, -1%, x, -4%, x, x, -6%, x
- Cc1cc(NC(=O)CSCC(=O)Nc2cc(C(F)(F)F)ccc2N2CCCC2)no1
    x, -27%, x, -30%[inhibitor], -5%, 0%, x, 0%, 4%, 1%
- CSCC[C@H](NC(=O)NCc1ccc(F)cc1)C(=O)O
    1%, -8%, -1%, 0%, 0%, 1%, -17%, -4%, 2%, 3%
- CCOc1ccc(C(=O)NCc2ccc3c(c2)OCO3)cc1OCC
    -1%, 0%, -7%, 0%, -1%, x, -23%[1.91 µM], 3%, 12%, 5%
- CCc1cc(C(=O)OC)c(NC(=O)CN2CCN(C(=O)c3ccco3)CC2)s1
    7%, -31%, -54%, -19%, 7%, -1%, 7%, -2%, 11%, 1%
- COc1cc(C2N(c3ccccn3)C(=O)C3CCCN32)cc(OC)c1OC (stereo not given)
    9%, 17%, -4%, 2%, 1%, 9%, 0%, -7%, 1%, -1%
- CCn1nnc2sc3c(c2c1=O)CCC(C)C3 (stereo not given)
    u, 13µM*, -2%, 15%, u, u, 14%, u, -2%, 13µM*
- CC(=Nc1ccccc1C(F)(F)F)c1ccncc1
    -12%, -10%, -6%, 3%, -3%, 0%, -21%, 3%, 1%, -1%
- O=C(Nc1cccc(-c2ccc(N3CCOCC3)nn2)c1)c1ccc(F)cc1F
    x, 92%, x, u, 2.8µM*, 22%, x, 2.8µM*, -5%, 1.1µM*
- CCOC(=O)c1nnc(-c2cccs2)nc1Oc1ccc(Cl)cc1
    3%, -7%, 9%, 11%, -1%, 3%, -3%, 0%, 0%, -1%

# Remaining list, next part
# Below each SMILES – MBNL1 CUG block, BRCA1 expr act, VP16 counter, ELG1 genotoxic, Rab9 prom act, p53 reactivation, RORgamma inh, NPC1 prom act, uPA generation, FLuc counter
- Cc1cc(NC(=O)/C=C/c2ccc(Br)cc2)no1
    16%, -23%, 3%, 4%, u, u, 22%, 26%, 0%, -10%
- C=CCNC(=O)NC(=O)COC(=O)/C=C/c1cccc([N+](=O)[O-])c1
    20%, -33%, -5%, -1%, 2%, 1%, -12%, 1%, 2%, -2%
- O=C(COC(=O)c1cccc(Br)c1)NCCc1ccc(F)cc1
    x, -5%, u, -1%, -1%, 8%, -5%, -2%, 5%, 4%
- CCN(C(=O)COC(=O)c1ccc(F)c(S(=O)(=O)N2CCOCC2)c1)C1CCS(=O)(=O)C1 (stereo not given)
    -5%, 1%, 0%, 1%, 1%, 5%, -4%, -2%, 3%, 7%
- Cc1nc(Oc2ccccc2)c2ccsc2n1
    -11%, 18%, u, 8%, -2%, -4%, -35%, 5%, -2%, -7%
- O=C(Cc1ccccc1)Nn1c(-c2ccccc2F)nc2ccccc2c1=O
    -5%, -7%, -8%, 11%, -3%, -3%, 25%, 0%, -2%, -12%
- O=C(Cc1cccs1)Nc1ccc(S(=O)(=O)N2CCCC2)cc1
    -8%, 0%, -5%, -4%, -1%, -3%, 26%, -1%, -4%, 2%
- O=C(CC(=O)c1ccccc1)Nc1ccccc1C(F)(F)F
    -10%, 47%, u, 10%, 19%, u, -1%, 19%, -1%, u
- CCOc1ccc(S(=O)(=O)Nc2ccc(C(=O)NCC(C)(C)N3CCOCC3)cc2)cc1
    x, -15%, x, 2%, -6%, -5%, x, 1%, 3%, 3%
- Cc1ccc(C(c2nnnn2CC2CCCO2)N2CCN(C(=O)c3ccco3)CC2)cc1 (stereo not given)
    -7%, -25%, -15%, 1%, 0%, -3%, 11%, -2%, -4%, 1%
- Fc1ccc(NC(=S)Nc2ccc3nccnc3c2)cc1
    u, 33%, 30%, -10%, 15%, 17%, -13%, 8%, -28%, u
- COc1cccc2cc(-c3n[nH]c(=S)n3C)oc12
    26%, 2%, -19%[10 µM], 1%, -11%, 4%, 3.5µM*, -3%, 3%, -17%
- O=C(N/N=C/c1ccc(O)c(O)c1)c1cccc(S(=O)(=O)N2CCCCC2)c1
    12%, -16%, -5%, 0%, 0%, -1%, -5%, -11%, -11%, -9%
- COc1cccc(NC(=O)CSCc2cc(=O)n3ccsc3n2)c1
    -2%, 11%, -10%, -1%, 5%, 0%, 0%, -5%, -3%, 3%
- CCC(=O)Nc1ccc(-c2nnc(SCC(=O)N3CCCCC3)n2C)cc1
    -5%, -19%, -2%, 0%, 3%, -2%, 22%, -5%, -3%, -1%
- C=CCn1c(SCC(=O)N2CC(C)OC(C)C2)nnc1-c1ccncc1 (stereo not given)
    x, 0%, x, 1%, -3%, -3%, x, -1%, 21%, 2%
- CCOC(=O)c1ccc(NCc2ccc3c(c2)OCO3)cc1
    -16%, u, -10%, 4%, -7%, u, 10%, 7%, 4%, u
- COCCOc1ccc(C(F)(F)F)cc1NC(=O)COC(=O)c1cc[n+]([O-])cc1
    x, -6%, x, 1%, 2%, 9%, x, -3%, 0%, -1%
- COc1ccc(N(C)S(=O)(=O)c2cccc3nsnc23)cc1
    u, 1%, -5%, -8%, 1%, 0%, -6%, -3%, -4%, 0%
- COc1ccc(/C(C)=N/N2CCOCC2)c(O)c1
    1%, 1%, 3%, 1%, -5%, 2%, 2%, 1%, -11%, u
- O=C(CNc1cccc(Cl)c1)NNC(=S)NCc1ccccc1
    2%, -15%, -13%, -4%, -3%, -1%, 14µM*, -1%, 2%, 6%

# Ordered by formula weight (lowest first): part of the list above
# Below each SMILES – MBNL1 CUG block, BRCA1 expr act, VP16 counter, ELG1 genotoxic, Rab9 prom act, p53 reactivation, RORgamma inh, NPC1 prom act, uPA generation, FLuc counter
- Cc1cc(NC(=O)/C=C/c2ccc(Br)cc2)no1
    16%, -23%, 3%, 4%, u, u, 22%, 26%, 0%, -10%
- O=C(CNc1cccc(Cl)c1)NNC(=S)NCc1ccccc1
    2%, -15%, -13%, -4%, -3%, -1%, 14µM*, -1%, 2%, 6%
- O=C(N/N=C/c1ccc(O)c(O)c1)c1cccc(S(=O)(=O)N2CCCCC2)c1
    12%, -16%, -5%, 0%, 0%, -1%, -5%, -11%, -11%, -9%

# Record cards (already shown).
# CCOc1ccc(S(=O)(=O)Nc2ccc(C(=O)NCC(C)(C)N3CCOCC3)cc2)cc1 is listed as MBNL1 CUG block: x; BRCA1 expr act: -15%; VP16 counter: x; ELG1 genotoxic: 2%; Rab9 prom act: -6%; p53 reactivation: -5%; RORgamma inh: x; NPC1 prom act: 1%; uPA generation: 3%; FLuc counter: 3%
# O=C(COC(=O)c1cccc(Br)c1)NCCc1ccc(F)cc1 is listed as MBNL1 CUG block: x; BRCA1 expr act: -5%; VP16 counter: u; ELG1 genotoxic: -1%; Rab9 prom act: -1%; p53 reactivation: 8%; RORgamma inh: -5%; NPC1 prom act: -2%; uPA generation: 5%; FLuc counter: 4%
# COc1ccc(N(C)S(=O)(=O)c2cccc3nsnc23)cc1 is listed as MBNL1 CUG block: u; BRCA1 expr act: 1%; VP16 counter: -5%; ELG1 genotoxic: -8%; Rab9 prom act: 1%; p53 reactivation: 0%; RORgamma inh: -6%; NPC1 prom act: -3%; uPA generation: -4%; FLuc counter: 0%

# Assay outcomes deposited in PubChem BioAssay by National Center for Advancing Translational Sciences (NCATS).

# Random draw from the library; any-hit rate near 13%.
